Screens deposited in PubChem BioAssay by National Center for Advancing Translational Sciences (NCATS).
APEX1 inh: qHTS Assay for Inhibitors of the Human Apurinic/apyrimidinic Endonuclease 1 (APE1); DNA repair nuclease/redox regulator APEX1 (Homo sapiens), P27695; recombinant APE1, TAMRA/BHQ-2 abasic DNA cleavage fluorescence; Potency, µM (titrated, usually from 65.8 µM), for inactives: at the highest dose activity change, negative = inhibition, most hits filed as inhibitors; 350,000 compounds, 0.35% hits;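 further: potency means the concentration at half of the fitted maximal effect; plate controls were vehicle for no effect and reference inhibitor for full effect; nearly all actives have a fitted effect of over 55% in size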
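APE1 at 0.75 nM preincubated 15 min at room temperature with compound. Reaction then started with 50 nM double-stranded THF-abasic substrate labelled with TAMRA/BHQ-2, and 525/598 nm fluorescence read kinetically. Activity taken as third-minus-first read difference, normalized to DMSO and NSC13755 controls.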
LDHA block: qHTS assay for inhibitors of human lactate dehydrogenase; L-lactate dehydrogenase A chain (Homo sapiens), P00338; purified LDHA, NADH/diaphorase-resazurin fluorescence; stronger effect = lower value; activity change, % (values are at about 110 or 230 µM); 480,000 compounds, 0.15% hits; AID 1347041, 2019; in the data active means activity change below about -30%; inconclusive means mostly about -25% to -30%;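 further: plate controls were DMSO wells for no effect and wells without enzyme for full effect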
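LDH5 2 nM; NADH 0.06 mM, pyruvate 0.2 mM; 200 mM Tris pH 7.4, EDTA, Tween-20; 5 min RT. Detection: diaphorase 0.133 mg/mL + resazurin 37 µM, fluorescence ex540/em590 at 0 and 20 min; normalized to enzyme-free and DMSO wells.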
BLM helicase inh: qHTS Assay for Inhibitors of Bloom's syndrome helicase (BLM). RecQ-like DNA helicase BLM (Homo sapiens), P54132. recombinant BLM DNA unwinding, fluorescence dequenching. Potency, µM (series often up to 56.1 µM), for inactives: at the highest dose activity change, negative = inhibition, hits mostly inhibitors. 350,000 compounds, 0.2% hits. AID 2528, 2010;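 further: potency means the concentration at half of the fitted maximal effect; plate controls were vehicle for no effect and no enzyme for full effect; nearly all actives have a fitted effect of over 35% in size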
GRP78 ERSR act: qHTS for Inducers of the Endoplasmic Reticulum Stress Response (ERSR) in Human Glioma: qHTS; U87-MG GRP78 promoter luciferase reporter, 16 h; Potency, µM, without a hit: at the highest dose activation, most hits filed as activators; 420,000 compounds, 0.02% hits; further: potency means the concentration at half of the fitted maximal effect; series mostly up to about 76 µM; % of control where 0% means no effect; nearly all actives have a fitted effect of over 35% in size
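ERSR induction read as luciferase luminescence (Bright-Glo, 10 min at room temperature) in stably transfected human U87-MG glioma cells exposed to compounds for 16 h, using GRP78 as sensor.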
Pol eta inh: qHTS for Inhibitors of Polymerase Eta; DNA polymerase eta (Homo sapiens), Q9Y253; recombinant Pol eta, fluorescent DNA replication assay; Potency, µM (highest dose often 114 µM), without a hit: at the highest dose activity change, negative = inhibition, hits mostly inhibitors; 390,000 compounds, 1.2% hits; AID 588591, 2011; further: potency means the concentration at half of the fitted maximal effect; on the % scale 0 is the no-effect control and ±100 the full control effect
Target sequence (Q9Y253 whole entry, looked up): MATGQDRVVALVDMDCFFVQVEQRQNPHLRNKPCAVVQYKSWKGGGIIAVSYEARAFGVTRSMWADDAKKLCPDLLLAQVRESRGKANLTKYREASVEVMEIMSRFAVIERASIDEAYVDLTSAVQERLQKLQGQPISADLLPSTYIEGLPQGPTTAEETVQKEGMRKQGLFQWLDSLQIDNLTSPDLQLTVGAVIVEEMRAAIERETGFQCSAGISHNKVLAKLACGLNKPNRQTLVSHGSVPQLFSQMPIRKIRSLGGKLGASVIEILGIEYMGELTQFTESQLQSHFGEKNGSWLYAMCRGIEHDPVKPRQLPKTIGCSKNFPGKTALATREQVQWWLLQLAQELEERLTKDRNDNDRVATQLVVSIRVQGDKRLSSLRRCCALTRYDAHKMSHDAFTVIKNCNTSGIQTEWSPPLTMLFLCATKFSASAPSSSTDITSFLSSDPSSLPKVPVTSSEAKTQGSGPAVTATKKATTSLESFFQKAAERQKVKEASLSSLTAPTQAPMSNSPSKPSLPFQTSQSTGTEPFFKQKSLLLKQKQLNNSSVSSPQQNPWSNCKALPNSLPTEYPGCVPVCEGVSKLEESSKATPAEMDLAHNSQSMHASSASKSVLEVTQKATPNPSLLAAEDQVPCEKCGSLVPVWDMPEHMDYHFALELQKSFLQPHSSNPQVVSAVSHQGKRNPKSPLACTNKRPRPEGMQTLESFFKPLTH
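Fluorescent replication assay: 50 nM final substrate added after a 15 min room-temperature compound preincubation with 10 nM enzyme. Signal taken at 0 min and again at 10 min.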
Apoferritin bind: qHTS Assay for Identification of Novel General Anesthetics; apoferritin/1-aminoanthracene competitive binding, fluorescence; Potency, µM (series often up to 77.5 µM), for the others: top-dose activity change, negative = displacement, hits mostly inhibitors; 350,000 compounds, 0.074% hits; Ferritin light chain (Equus caballus), P02791; further: potency means the concentration at half of the fitted maximal effect; on the % scale 0 is the no-effect control and ±100 the full control effect; nearly all actives have a fitted effect of over 20% in size
Target sequence (P02791 2-175 limits assumed): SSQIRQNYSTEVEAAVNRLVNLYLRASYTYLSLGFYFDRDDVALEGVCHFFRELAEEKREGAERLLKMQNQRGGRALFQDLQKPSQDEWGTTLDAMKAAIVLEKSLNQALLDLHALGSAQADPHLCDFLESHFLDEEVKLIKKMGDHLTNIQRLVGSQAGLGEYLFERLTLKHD
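Concentration-response curves derived by four-parameter Hill fitting of normalized fluorescence, where compounds displaced 1-AMA from 10 uM horse apoferritin following a brief 10 min room-temperature incubation; propofol titration acted as positive control.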
POLK inh: qHTS for Inhibitors of Polymerase Kappa. DNA polymerase kappa (Homo sapiens), Q9UBT6. purified Pol kappa, fluorescent DNA synthesis assay, 10 min. Potency, µM (highest dose often 107 µM), inactives show at the highest dose activity, negative = inhibition, usual class: inhibitors. 400,000 compounds, 0.53% hits; further: potency means the concentration at half of the fitted maximal effect; on the % scale 0 is the no-effect control and ±100 the full control effect
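Activity was followed as the change in fluorescence between reads at 0 and 10 min after starting the reaction with 50 nM substrate. Beforehand, 10 nM polymerase had been preincubated with compound for 15 min at room temperature.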
POLI inh: qHTS for Inhibitors of Polymerase Iota; 390,000 compounds, 1% hits; DNA polymerase iota (Homo sapiens), Q9UNA4; Pol iota fluorescent replication assay, 10 min; Potency, µM (top dose mostly 115 µM), without a hit: top-dose activity, negative = inhibition, actives largely listed as inhibitors; AID 588590, 2011; further: potency means the concentration at half of the fitted maximal effect
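Fluorescent replication assay read twice, at 0 min and 10 min after adding 50 nM (final) substrate. Enzyme (10 nM) and compounds were first incubated 15 min at room temperature; enzyme-free buffer wells were negative controls.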
Pol beta inh: qHTS Assay for Inhibitors of DNA Polymerase Beta; P06746; Pol beta primer extension/strand displacement, fluorescence kinetic; Potency, µM (titrated, usually from 114 µM), for inactives: at the highest dose activity change, negative = inhibition, hits mostly inhibitors; 340,000 compounds, 1.3% hits; further: potency means the concentration at half of the fitted maximal effect; on the % scale 0 is the no-effect control and ±100 the full control effect
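Human Pol beta at 10 nM; strand-displacement substrate 50 nM final. Compound exposure 15 min at room temperature before start, reaction 10 min at room temperature.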
* = called active by the depositor; ? = inconclusive; . = no result given; & = joins results of further samples; [ ] = another dose, or the depositor's remark. Unless noted, the call rests on the fitted dose curve; in most records, active means well fitted curve in the direction sought with a large enough effect; inconclusive means small, poorly fitted or top-dose-only effect, or another doubt; inactive means no such curve, though single readings can be large; an effect the other way counts as inactive or inconclusive. This is a subset (hit frequency here may not be typical).

SMILES | APEX1 inh | LDHA block | BLM helicase inh | GRP78 ERSR act | Pol eta inh | Apoferritin bind | POLK inh | POLI inh | Pol beta inh
Cc1cc(NC(=O)CSc2nnnn2C2CCCC2)no1 | 12% | -9 | -3% | -2% | -7% | ? | -9% | -20% | 9%
CCN(C[C@H]1N[C@@](C)(C(=O)OC)[C@H]2C(=O)N(C)C(=O)[C@@H]12)C(=O)Nc1ccccc1 | -2% | -1 | . | -3% | -5% | . | 10% | 12% | .
O=C(NCc1ccc2c(c1)OCO2)c1nc(S(=O)(=O)Cc2ccccc2F)ncc1Cl | 44% | -16&0 | 0% | -14% | -19% | -2% | -6% | 38% | 4%
CCCC/C=C/[C@H](C)[C@@](C)(COC(=O)c1ccc(Br)cc1)Cc1ccccc1 | 0% | . | 4% | 1% | . | 1% | -11% | -13% | .
CS(=O)(=O)N(CC(=O)Nc1ccc(Cl)c(Cl)c1)C1CCCCC1 | -11% | 1 | -12% | -5% | -23% | ? | -13% | 10% | 0%
CC(=O)c1ccc(NC(=O)C2CCN(S(=O)(=O)c3c(C)noc3/C=C/c3ccc(C)cc3)CC2)cc1 | . | -9 | -4% | -2% | -6% | -7% | -1%[60.1 µM] | 4% | -17%
COc1ccc(NS(=O)(=O)c2cccc(NC(=O)CNC(C)=O)c2)cc1 | 2% | -1 | -6% | -3% | -17% | 2% | 5% | 27% | -12%
Cn1nnc2c(sc3nc(N4CCOCC4)c4c(c32)CCCC4)c1=O | -3% | -6 | 2% | -2% | -4% | 2% | -5% | -8% | 0%
CC1CCCCC1NC(=O)CN1C(=O)NC(C)(c2cccc(Br)c2)C1=O (configuration not stated) | 37% | -4 | . | -1% | -7% | . | -13% | -16% | .
O=C(CCl)NC1(C(F)(F)F)C(=O)Nc2c1c(=O)[nH]c(=O)n2-c1ccccc1 (configuration not stated) | -3% | -6 | 1% | -3% | -7% | -7% | 6% | 56%[activator] | 6%
Cc1cc(C)cc(-n2ncc3c2CCCC3NC(=O)CCCn2cncn2)c1 (configuration not stated) | . | 1 | . | 0% | -18% | . | 2% | 9% | .
CCOC(=O)/C(C#N)=C/c1cn(CCOc2ccc(OC)cc2)c2ccccc12 | 22% | 1 | -8% | -1% | -12% | -9% | -2%[60.1 µM] | 18% | -3%
COc1ccc2cc3cc(C(=O)NCc4ccc(C)cc4)oc3nc2c1 | . | 1 | -2% | -3% | -9% | 2% | -4% | 4% | 4%
COc1ccc(CNC(=O)c2cccc3c2C(=O)N(CC2CCCO2)C3)cc1 (configuration not stated) | -4% | -1 | 0% | -3% | -15% | -15% | -2% | -9% | 23%
O=C(Cc1ccc(Cl)cc1)NC1CCS(=O)(=O)C1 (configuration not stated) | -12% | -1 | 0% | -5% | -5% | -9% | 11% | 32% | -18%
COc1ccc(OCc2nnc(SCC(=O)N3CCCCC3)o2)cc1 | 41% | 3 | -3% | -3% | -8% | -23% | 1% | -22% | 3%
CCC(C)[C@H](NC(=O)C1CC(=O)N(c2ccc3c(c2)OCCO3)C1)C(=O)NC1CCCC1 (some centres not stated) | 27% | 1 | -2% | 2% | -16% | 4% | -1% | 24% | 3%
CCC(C)N(C(=O)CSc1nnc(C)n1C)C1CCS(=O)(=O)C1 (configuration not stated) | 12% | -2 | . | -2% | -10% | . | 0% | 18% | .
COC(=O)c1[nH]c2ccc(C)cc2c1NS(=O)(=O)c1ccc(F)c(C)c1 | ? | -2 | -4% | -5% | -21% | ? | -5% | 18% | 36%
COC(=O)c1ccsc1NC(=O)c1ccc2c(c1)OCCO2 | 15% | -6 | -3% | -4% | -17% | 5% | -19% | 21% | -4%
O=C1CC(Cc2ccc(Cl)cc2)C(=O)N1c1ccncc1 (configuration not stated) | -1% | -3 | 6% | 0% | -12% | -2% | -14% | 26% | 0%
O=c1c2ccccc2c(C=NCc2ccccn2)c(O)n1-c1ccccc1Cl | -7% | -3 | -10% | 12% | -27% | -12% | -18% | 87%[activator] | -16%
Cc1ccc(Cl)cc1N1CCN(C(=O)c2sc3nc4n(c(=O)c3c2C)CCC4)CC1 | . | -2 | -2% | -2% | -4% | -5% | 1% | 3% | 2%
O=C1CC(SC(=NCc2ccc3c(c2)OCO3)Nc2ccccc2)C(=O)N1 (configuration not stated) | ? | -5 | -5% | 5% | -5% | -13% | 0% | 1% | ?
CCOC(=O)N1CCC(NC(=O)c2c(C)nn(-c3ccc(C)cc3)c2-n2cccc2)CC1 | . | -10 | -6% | -3% | -6% | 4% | -1% | 4% | 23%
CCCn1c(N)c(C(=O)CSc2nnnn2-c2ccc(O)cc2)c(=O)n(C)c1=O | 11% | -2 | -5% | 0% | -7% | -10% | 8% | ? | 37%
C=C(C)CSc1nnc(-c2ccc(C)cc2)n1N | 6% | 0 | 0% | 0% | 7% | ? | -3% | 19% | 18%
Cc1cc(C)cc(NC(=O)C2CCN(C(=O)c3cccs3)CC2)c1 | 57%[activator] | -2 | -1% | -3% | -10% | -6% | 2% | 39%[activator] | 1%
O=C(CCc1ccccc1)Nc1cc(NC(=O)CCc2ccccc2)cc(C(=O)O)c1 | 1% | -2 | -6% | -1% | 0% | -7% | -3% | 6% | 2%
COc1ccccc1CNC(=S)Nc1ccc(S(N)(=O)=O)cc1 | 17% | 0 | -2% | -2% | -15% | 4% | 5% | 5% | 0%

Shown as tab-separated lines: entries from further up
Structure	APEX1 inh	LDHA block	BLM helicase inh	GRP78 ERSR act	Pol eta inh	Apoferritin bind	POLK inh	POLI inh	Pol beta inh
CCC(C)N(C(=O)CSc1nnc(C)n1C)C1CCS(=O)(=O)C1 (configuration not stated)	12%	-2	.	-2%	-10%	.	0%	18%	.
COC(=O)c1[nH]c2ccc(C)cc2c1NS(=O)(=O)c1ccc(F)c(C)c1	?	-2	-4%	-5%	-21%	?	-5%	18%	36%
COC(=O)c1ccsc1NC(=O)c1ccc2c(c1)OCCO2	15%	-6	-3%	-4%	-17%	5%	-19%	21%	-4%
O=C1CC(Cc2ccc(Cl)cc2)C(=O)N1c1ccncc1 (configuration not stated)	-1%	-3	6%	0%	-12%	-2%	-14%	26%	0%

Further structures follow:
SMILES | APEX1 inh | LDHA block | BLM helicase inh | GRP78 ERSR act | Pol eta inh | Apoferritin bind | POLK inh | POLI inh | Pol beta inh
CS(=O)(=O)N1CCC(Oc2ccccc2C(=O)NC2CCCCCC2)CC1 | 5% | -3 | 2% | -4% | -11% | -7% | 8% | -7% | 0%
COc1cc(/C=N/Nc2ccc(Cl)c(C(=O)O)c2)ccc1OC(=O)c1ccc(F)cc1 | -1%[12.4 µM] | -2 | -19% | -12% | 79µM* | -6% | -32% | ? | -9%
Cc1c(CN2CC[C@@H](N3CCN(c4ccccn4)CC3)[C@H](O)C2)[nH]c2ccc(F)cc12 | 4% | -7 | 4% | -4% | 3% | -10% | -14% | 27% | 20%
CC[C@@H]1C=C(C(=O)O)[C@H](c2ccc3c(c2)OCO3)N1S(=O)(=O)c1ccc(C)cc1 | -11% | -5 | . | -1% | -6% | . | -8% | -1% | .
O=C1[C@H]2[C@H]3[C@H](O)[C@H](O)C/C(=N/OCc4ccccc4)[C@H]3CC[C@@H]2C(=O)N1C1CCCCC1 | 9%[12.4 µM] | . | 6%[12.4 µM] | -5% | . | 3%[15.3 µM] | . | . | .
Cc1ccnc(NC(=O)COC(=O)C2COc3ccccc3O2)n1 (configuration not stated) | -2% | -3 | -9% | -4% | -4% | 5% | 3% | 18% | 17%
Cc1c(C(=O)NCc2ccccc2)oc2c1-c1[nH]ncc1CC2 | . | 28 | 2% | -1% | -5% | ? | 1% | 9% | -21%
O=C(NCC1CCCN1S(=O)(=O)c1cccs1)c1ccccc1F (configuration not stated) | 10% | -5 | . | 0% | -18% | . | 0% | 3% | .
Cn1c(=O)c2c(n3c4ccccc4nc13)NC(=O)CC2c1cccc(F)c1 (configuration not stated) | . | -3 | -3% | -4% | 0% | -1% | 0%[60.1 µM] | -19% | -16%
CCc1ccc(NC(=O)Nc2cccc(OC)c2)cc1 | -2% | -9 | -3% | -1% | 3% | -1% | -10% | 47%[activator] | 0%
O=C(NCc1ccccc1)c1ccc(=O)[nH]n1 | 13% | -3 | -2% | -3% | -2% | -9% | -19% | 12% | 8%
CC(=O)c1c(C)nc2ccc(Cl)cn12 | 0% | -7 | -1% | -3% | 12% | -5% | -13% | 1% | 1%
CCC(c1nc2ccccc2c(=O)n1CCCn1ccnc1)N1C(=O)c2ccccc2C1=O (configuration not stated) | -5% | -7 | -1% | 0% | -1% | -6% | -4% | ? | 1%
CCC(=O)N1CCc2cc(S(=O)(=O)CCC(=O)Nc3ccc(F)c(F)c3)ccc21 | 0% | -3 | 0% | -2% | 4% | -4% | -5% | 15% | ?
Cc1cccc(NC(=O)CCc2c(C)nc3nc(CNC(=O)c4cccc(F)c4)nn3c2C)c1 | . | 0 | 1% | -2% | -6% | -15% | -5% | -3% | 3%
Cc1ccc(S(=O)(=O)c2cc3cc(Br)ccc3oc2=O)cc1 | ? | -6 | 2% | -4% | 0% | -4% | 1% | 6% | 33%
CC(C)NC(=O)Nc1ccc2c(c1)C(=O)N([C@H](C)CO)C[C@H](C)[C@@H](CN(C)S(=O)(=O)c1ccc(F)cc1)O2 | -11% | -7 | . | -2% | -11% | . | -4% | -11% | .
COc1cccc(CN2CCNC(=O)C2CC(=O)N(C)CCC2CCOCC2)c1OC (configuration not stated) | 54%[activator] | 10 | 0% | -5% | -12% | -3% | -12% | 6% | 14%
